Screens: PubChem, Fisher Drug Discovery Resource Center
hcGAS inh – inhibitors of human cGAS | hit rate 0.081% among 290,000 | AID 1259398 | inhibition, % at 12.5 µM | recombinant h-cGAS, ATP depletion, Kinase-Glo luminescence;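 note: 0% = vehicle reaction and 100% = reaction without DNA for no activity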
Target sequence (Q8N884 whole entry, looked up): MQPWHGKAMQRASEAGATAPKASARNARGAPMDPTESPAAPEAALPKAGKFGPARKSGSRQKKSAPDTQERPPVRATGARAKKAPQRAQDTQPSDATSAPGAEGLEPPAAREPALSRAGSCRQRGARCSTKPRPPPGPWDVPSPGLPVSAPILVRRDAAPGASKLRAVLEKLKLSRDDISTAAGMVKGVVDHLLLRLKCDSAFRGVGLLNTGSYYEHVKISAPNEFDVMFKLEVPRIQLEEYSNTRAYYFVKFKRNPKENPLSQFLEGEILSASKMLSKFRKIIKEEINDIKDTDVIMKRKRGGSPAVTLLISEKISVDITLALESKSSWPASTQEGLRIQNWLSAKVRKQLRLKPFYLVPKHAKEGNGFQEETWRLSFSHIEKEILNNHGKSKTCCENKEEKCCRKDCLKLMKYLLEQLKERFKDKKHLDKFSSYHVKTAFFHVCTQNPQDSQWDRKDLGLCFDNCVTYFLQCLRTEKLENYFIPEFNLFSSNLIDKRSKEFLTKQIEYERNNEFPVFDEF
mcGAS lum – blocks mouse cGAS activity. Q8C6L5. recombinant cGAS, Kinase-Glo ATP depletion luminescence. inhibition, % at 12.5 µM. hit rate 0.15% among 160,000;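 note: 0% = negative control wells and 100% = reference inhibitor with no enzyme activity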
NPYLR7 agonist – mosquito NPYLR7 agonism. activation, % at 10 µM. hit rate 0.15% among 270,000. HEK293T NPYLR7/Galpha15, GCaMP6s calcium fluorescence; in the data active = activation above about 40%;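 note: 0% = vehicle and 100% = reference agonist at the receptor; some compounds past the cut are filed as inactive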
An asterisk follows results filed as active; . = not tested or not shown; & = joins results of further samples. Cut-off read from the data, not from the text of the source, unless noted: active = inhibition above about 40%; inactive = the rest.

cpd | molecule | hcGAS inh | mcGAS lum | NPYLR7 agonist
1 | CCOC1CCOC2(CCN(C(=O)c3ccn(CC)n3)CC2)C1 (stereo unspecified) | -4 | -4 | .
2 | CC(=O)Oc1ccc2oc(-c3ccccc3)c(C(N)=O)c2c1 | -1 | . | 1
3 | CCOC(=O)CNC(=O)N1CCC2(CC1)C(=O)N(CC(=O)Nc1cccc(Cl)c1)CN2c1ccccc1 | -6 | -4 | 13
4 | COc1ccc(C(C)C)cc1CN1CCC(N2CCCC2=O)CC1 | -5 | . | 5
5 | Cc1noc(CN2CC(C)CN(Cc3nc(C)no3)c3ccccc32)n1 | -7 | -15 | 3
6 | CC(C)C(C)NC(=O)CNC(=O)c1c(Br)nn(C)c1N (stereo unspecified) | 3 | . | 1
7 | O=C1CN(c2ccc(C(=O)N3CCC(Oc4cccnc4)CC3)cn2)CCN1 | -5 | -11 | 7
8 | CC(C)c1ccc(N(CC(=O)NCCSCc2ccc(Cl)cc2Cl)S(C)(=O)=O)cc1 | -3 | . | 5
9 | CCc1cc(NC2CC(=O)N(CC(C)(C)C)C2)nc(N2CCOCC2)n1 (stereo unspecified) | -14 | -7 | .
10 | Cc1ccc(P(=Nc2ccc([N+](=O)[O-])cc2)(N2CCCC2)N2CCCC2)o1 | -8 | -3 | 5
11 | CCOC(=O)C1=C(C)N=c2s/c(=C\c3ccccc3Cl)c(=O)n2C1c1ccc(OC)cc1 (stereo unspecified) | 0 | 5 | 5
12 | CSc1cc(C(=O)NCC(CC(C)O)c2ccccc2)ccn1 (stereo unspecified) | -8 | . | 2
13 | Cc1cc(NC(=O)Cc2ccc(F)cc2)n(-c2nc3c(F)cccc3s2)n1 | -7 | -10 | -10
14 | COCC1CCN(C(=O)CN2C(=O)c3ccccc3C2=O)C1 (stereo unspecified) | 2 | . | -3
15 | O=C(c1cccs1)N(Cc1c(-c2ccccc2F)noc1N1CCOCC1)CC1CCCO1 (stereo unspecified) | -7 | -6 | .
16 | C=C(C)Cn1c(=O)c2c(nc3n2CCCN3c2ccccc2OC)n(C)c1=O | -13 | -9 | .
17 | CSCc1cccc(C(=O)N(C)Cc2cccnc2)c1 | -12 | . | 8
18 | CC(C)NC(=O)c1ccccc1-c1ccnc2[nH]ccc12 | 6 | 1 | -1
19 | COCCn1c(C)cn2c3c(=O)n(Cc4ccc(F)cc4)c(=O)n(C)c3nc12 | 3 | . | 5
20 | O=C(Nc1nc(-c2cccc(Cl)c2)ns1)C1CC1c1cccc(F)c1 (stereo unspecified) | -9 | -13 | -5
21 | CCOc1ncccc1CN1CCC(C(=O)Nc2cccc3c2CCCC3)CC1 | -4 | -4 | 8
22 | Cn1ccnc1-c1ccc(NCC2COc3ccccc3O2)nn1 (stereo unspecified) | -6 | . | 6
23 | Cc1cc2ncc(-c3ccccc3)nc2cc1C | -16 | -7 | 4
24 | CCc1ccccc1NC(=O)c1c(N)c(C(=O)c2ccc(OC)cc2)n2ccccc12 | -8 | -8 | 0
25 | CNC(=O)c1ccc(OC)c(NCc2noc(-c3ccsc3)n2)c1 | -6 | -17 | 1
26 | COCCN(Cc1cccn1Cc1ccccc1)C(=O)CN(CCC(C)C)C(=O)/C=C/c1ccccc1 | -4 | -4 | 17
27 | CCc1nc2ccc(C(=O)N3CCNC(=O)C3)cn2c1N(C)Cc1ccc(N(C)C)cc1 | -6 | -3 | 4
28 | CCN1CC(C(=O)N2CCc3nnc(C(C)C)n3CC2)CC1=O (stereo unspecified) | 14 | 9 | .
29 | Cc1ccccc1C(=O)N1CCC(C(=O)OCC(=O)Nc2cccc(C#N)c2)CC1 | 1 | -13 | -1
30 | O=c1n(CCN(Cc2ccc3c(c2)OCO3)C2CCCC2)nc2ccccn12 | 1 | . | 2

Exported screen by screen: entries from further up.
9. CCc1cc(NC2CC(=O)N(CC(C)(C)C)C2)nc(N2CCOCC2)n1 (stereo unspecified)
14. COCC1CCN(C(=O)CN2C(=O)c3ccccc3C2=O)C1 (stereo unspecified)
25. CNC(=O)c1ccc(OC)c(NCc2noc(-c3ccsc3)n2)c1
20. O=C(Nc1nc(-c2cccc(Cl)c2)ns1)C1CC1c1cccc(F)c1 (stereo unspecified)
assay / entry	9	14	25	20
hcGAS inh	-14	2	-6	-9
mcGAS lum	-7	.	-17	-13
NPYLR7 agonist	.	-3	1	-5

(listing goes on)
cpd | molecule | hcGAS inh | mcGAS lum | NPYLR7 agonist
31 | COCCN(Cc1nccn1Cc1ccc(Cl)cc1Cl)C(=O)c1ccccc1F | -2 | -5 | 19
32 | O=C(CC1CCCO1)OC(c1ccccc1)c1ccncc1 (stereo unspecified) | -12 | . | 8
33 | CN(Cc1cccnc1)[C@H]1[C@H](O)C[C@@H]2CC(C)(C)OC[C@]21O | 0 | -9 | 1
34 | O=C(OCc1cc(-c2ccc3c(c2)OCO3)on1)c1cc2ccccc2oc1=O | -7 | . | 0
35 | Cc1nc2c(c(=O)c3ccccc3n2C)c(=O)n1Cc1ccco1 | -3 | . | 6
36 | CS(=O)(=O)N1CCc2cc(C(=O)CSc3nnnn3C3CCCC3)ccc21 | 12 | . | 1
37 | Cc1ccc(NC(=O)N(CC(=O)N(Cc2ccc3c(c2)OCO3)Cc2ccco2)CC2CCCO2)cc1Cl (stereo unspecified) | 2 | -1 | -4
38 | O=C(NCc1cccs1)c1cncn1-c1ccc(-c2ccc(F)c(F)c2)cc1 | 1 | -1 | 4
39 | COc1cccc(C(=O)NCC(=O)N=Nc2c(O)[nH]c3ccc([N+](=O)[O-])cc23)c1 | -3 | -6 | 0
40 | Cn1ccc(CNC(c2ccccc2)c2ccccc2)cc1=O | -5 | . | -10
41 | CN1CCN(c2cc(-c3ccccc3)nc3ncnn23)C(C)(C)C1=O | -9 | . | -3
42 | O=C(CSc1ncc(-c2ccc(F)cc2)[nH]1)N1CCc2ccccc2C1 | -7 | . | 1
43 | O=C(c1ccc2c(=O)nc3c(-c4ccccc4)n[nH]n3c2c1)N1CCN(c2ccccc2)CC1 | 1 | 1 | .
44 | COCCCN(Cc1ccc(OS(C)(=O)=O)cc1)C(=O)Nc1ccc(Br)cc1 | -2 | -4 | -5
45 | COc1ccc(CCNC(=O)c2cc(-c3ccccc3Cl)nn2-c2ccc(C)cc2)cc1OC | -1 | -4 | -2
46 | COCCN(CC(=O)Nc1cc(C(C)(C)C)nn1-c1ccccc1Cl)C(=O)c1cc(C(F)(F)F)cc(C(F)(F)F)c1 | -15 | -6 | -4
47 | O=C(NNc1ccnc2cc(Cl)ccc12)c1ccc(=O)[nH]n1 | -5 | . | 0
48 | O=C(CN1CSCC1=O)Nc1cc(Cl)ccc1Cl | -7 | -10 | 5
49 | O=C1c2ccc(Br)cc2C(=O)N1CNc1ccc(Cl)cc1 | -4 | . | 1
50 | CC(C)CCNC(=O)CCN(c1nc(Cc2ccc(F)cc2)ns1)C(C)C | -5 | -6 | 9
51 | COCc1c(Br)c(C)nc(OCC(=O)N/N=C\c2cc(Br)c(OC)c(OC)c2)c1C#N | -5 | -5 | 9
52 | C=CCn1c(N2CCC(C)CC2)nc2c1c(=O)[nH]c(=O)n2C | -6 | . | -2
53 | CN(CCCC(=O)O)C(=O)c1cc2ccccc2s1 | -7 | . | 9
54 | N#Cc1ccc(OS(=O)(=O)c2cccs2)cc1 | -6 | -5 | 9
55 | CC(c1ccccc1)n1c(C2CC(=O)N(c3ccccc3)C2)nc2ccccc21 (stereo unspecified) | -8 | -3 | -1
56 | CCOC(=O)c1c(C)nn(-c2ccc(C(=O)N3CCC(NC(=O)OC(C)(C)C)C3)cc2)c1C (stereo unspecified) | -6 | -4 | 2
57 | Cc1ccc(-n2nc(-c3ccc(C)c(C)c3)cc2C(=O)NCCN(C)C)c(C)c1 | -10 | -5 | -3
58 | CC(Cc1ccc2ccccc2c1)NC(=O)N(C)C1CCOCC1 (stereo unspecified) | -10 | . | 1
59 | CCCCCc1ccc(C(=O)N(Cc2ccccc2)C(C)c2nc3ccccc3c(=O)n2-c2ccccc2OC)cc1 (stereo unspecified) | -5 | -6 | .
60 | CCOc1ccc(-c2n[nH]c(C)c2-c2ccc(OC)c(OC)c2)c(O)c1 | -4 | -9 | 4

Next part; the last 5 above are carried over.
cpd | molecule | hcGAS inh | mcGAS lum | NPYLR7 agonist
56 | CCOC(=O)c1c(C)nn(-c2ccc(C(=O)N3CCC(NC(=O)OC(C)(C)C)C3)cc2)c1C (stereo unspecified) | -6 | -4 | 2
57 | Cc1ccc(-n2nc(-c3ccc(C)c(C)c3)cc2C(=O)NCCN(C)C)c(C)c1 | -10 | -5 | -3
58 | CC(Cc1ccc2ccccc2c1)NC(=O)N(C)C1CCOCC1 (stereo unspecified) | -10 | . | 1
59 | CCCCCc1ccc(C(=O)N(Cc2ccccc2)C(C)c2nc3ccccc3c(=O)n2-c2ccccc2OC)cc1 (stereo unspecified) | -5 | -6 | .
60 | CCOc1ccc(-c2n[nH]c(C)c2-c2ccc(OC)c(OC)c2)c(O)c1 | -4 | -9 | 4
61 | COc1cc(OC)cc(C(=O)N2CCN(C(=O)CCCCSc3nnc(-c4ccc(C)cc4)n3-c3ccccc3)CC2C)c1 (stereo unspecified) | 3 | -1 | -14
62 | CCn1c(=O)c2c(nc3n(-c4ccc(Cl)cc4)c(C)cn23)n(C)c1=O | -10 | . | 8
63 | CCCCNC(=O)C1(C)CCN1C(=O)c1cccc(OC(C)=O)c1C (stereo unspecified) | -7 | -5 | 2
64 | CNC(=O)CSc1cn(CC(=O)N2CCCCC2)c2ccccc12 | -4 | -8 | -3
65 | Cn1ccnc1Sc1ccccc1[N+](=O)[O-] | -4 | . | -5
66 | CC(=O)NNC(=S)NC1CC2CCC1C2 (stereo unspecified) | -7 | . | 4
67 | CC(c1ccccn1)N(C)C(=O)CN1CCOC1=O (stereo unspecified) | -7 | . | -3
68 | O=C(CSc1nc2ccccc2s1)N/N=C\c1cc([N+](=O)[O-])ccc1O | 1 | 4 | -2
69 | O=C(Nc1nccs1)c1cn(CC2CCCO2)cc2c(=O)n(-c3ccccc3)nc1-2 (stereo unspecified) | -4 | -9 | 4
70 | CC1CN(c2cc(Cl)nc(SCC(=O)N3CCC(Cc4ccccc4)CC3)n2)CCN1C(=O)c1ccc(Cl)cc1 (stereo unspecified) | 2 | 0 | -2
71 | CCC(C(=O)NCc1csc(C)n1)N1Cc2ccccc2C1=O (stereo unspecified) | -5 | -14 | -3
72 | Cn1ncc([N+](=O)[O-])c1C(=O)NCc1ccco1 | -7 | -3 | 3
73 | CC(C)(C)NC(=O)c1cc(-c2ccccc2)n2nc(C(C)(C)C)cc2n1 | -2 | -5 | 19
74 | Nc1cc(=O)[nH]c(SCC(=O)NC(=O)NC2CCS(=O)(=O)C2)n1 (stereo unspecified) | -9 | . | 7
75 | Cc1sc2c(c1C)CN(CC1CCCO1)CN2C(=O)c1ccco1 (stereo unspecified) | 1 | . | -5
76 | Cc1nn(Cc2ccccc2Cl)c2sc(C(=O)N(CC(N)=O)c3ccccc3)cc12 | -6 | . | 10
77 | CN(C)C(=O)c1ccc(Cl)cc1NC(=O)c1nc(Cl)ccc1Cl | -6 | -5 | -2
78 | COc1cc(/C=C2/SC(=S)N(CC(=O)O)C2=O)ccc1OC(=O)c1cccs1 | -4 | 11 | 0
79 | CC1(C)CC(=O)c2sc(NC(=O)C3CCCCC3)nc2C1 | -3&-5 | -8&-7 | 1&1
80 | CCOc1ccc(NC(=O)NCCS(=O)(=O)c2c(C)n(Cc3ccccc3)c3ccccc23)cc1 | 6 | . | 2
81 | O=C(c1ccc[nH]c1=O)N1CCCN(Cc2cccc3c2OCCO3)CC1 | -5 | -11 | 9
82 | Cc1ccc(C2c3ccccc3CCN2C(=O)C2(c3ccc(Cl)cc3)CCCC2)cc1 (stereo unspecified) | -3 | -5 | 25
83 | COc1ccc(-c2nnc(SCc3ccccn3)o2)cc1 | -9 | -6 | 6
84 | COc1cccc(CC2(CO)CCN(c3ccc(C(C)=O)cn3)CC2)c1 | -4 | . | -2
85 | Cc1cccc(COC(CN2CCN(C(=O)c3c(Cl)cccc3Cl)CC2)c2ccc(Cl)cc2)c1 (stereo unspecified) | -9 | -6 | .
86 | CCC(C(=O)N(Cc1cc(N)ccc1N(C)C)CC1CCCO1)c1ccccc1 (stereo unspecified) | 1 | 0 | -8
87 | O=C(CCCn1nnnc1CN1CCOCC1)NC1CCc2ccccc21 (stereo unspecified) | -5 | -3 | -6
88 | Cc1cc(C)c(S(=O)(=O)N2CCN(CC(=O)NC3CCCCC3)CC2)c(C)c1 | 2 | . | -1
89 | Cc1ccccc1COc1cn(CC(=O)N2CCOCC2)c(CO)cc1=O | -3 | -5 | 3
90 | COC(=O)c1ccc(COC(CN2CCN(C(=O)c3ccc(Cl)cc3)CC2)c2cccc(OC)c2)cc1 (stereo unspecified) | -1 | 1 | .
91 | COC(=O)c1ccc(C(=O)NNc2nc3c(C)cc(C)cc3s2)cc1 | -4 | -8 | -2
92 | Cc1csc(C(C)NC(=O)c2cn(C3CCCCC3)nn2)n1 (stereo unspecified) | 5 | -3 | -2

Some of the entries so far, field by field.
90	COC(=O)c1ccc(COC(CN2CCN(C(=O)c3ccc(Cl)cc3)CC2)c2cccc(OC)c2)cc1 (stereo unspecified)
  hcGAS inh: -1	mcGAS lum: 1	NPYLR7 agonist: .
85	Cc1cccc(COC(CN2CCN(C(=O)c3c(Cl)cccc3Cl)CC2)c2ccc(Cl)cc2)c1 (stereo unspecified)
  hcGAS inh: -9	mcGAS lum: -6	NPYLR7 agonist: .
